PRMT1 FP inh: PRMT1 methyltransferase inhibitors, primary screen, biochemical, fluorescence polarization. Protein arginine N-methyltransferase 1 (Homo sapiens), Q99873. actives 1.3% (n = 370,000). recombinant PRMT1, activity-based probe fluorescence polarization. inhibition, % at 2.79 µM;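 active = inhibition above about 21% made by adding two undisclosed values, limit read from the data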
Target sequence (Q99873 whole entry, looked up): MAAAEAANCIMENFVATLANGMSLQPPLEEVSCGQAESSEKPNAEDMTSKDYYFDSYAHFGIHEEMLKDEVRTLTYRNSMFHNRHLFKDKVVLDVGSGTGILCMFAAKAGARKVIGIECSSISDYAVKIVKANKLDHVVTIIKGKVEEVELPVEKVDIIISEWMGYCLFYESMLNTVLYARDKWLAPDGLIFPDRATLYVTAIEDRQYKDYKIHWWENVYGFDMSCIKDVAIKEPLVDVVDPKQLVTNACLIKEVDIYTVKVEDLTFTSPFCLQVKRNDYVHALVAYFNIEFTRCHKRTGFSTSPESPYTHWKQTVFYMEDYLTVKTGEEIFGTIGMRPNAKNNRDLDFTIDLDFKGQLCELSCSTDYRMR
rCAG RNA binder: binders of r(CAG) RNA repeats, primary screen, biochemical, fluorescence; inhibition, % at 3 µM; r(CAG) RNA repeat, TO-PRO-1 dye displacement fluorescence; actives 1.3% (n = 370,000);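 active = inhibition above the plate cutoff, the mean of all test compounds on that plate plus 3 SD, cut at about 35% in these data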;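 note: 0% = DMSO alone and 100% = 100 µM mitoxantrone as full dye displacement; higher means more dye released from RNA so lower well fluorescence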
UHRF1 binding: UHRF1 methylated DNA binding inhibitors, primary screen, counter-screen for MBD2 inhibitor project, biochemical, TR-FRET, human UHRF1, single concentration. UHRF1 binding to methylated oligo. inhibition, % at 4.4 µM. actives 0.75% (n = 370,000); in the data active = inhibition above about 21%;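 note: UHRF1 SRA domain binding a hemimethylated CpG hairpin DNA probe; 0% = median of test compound wells and 100% = reference inhibitor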
TCR CD3 inh: inhibitors of human TCR-CD3 interaction, primary screen, biochemical, fluorescence, TAMRA-labeled TCR probe | T-cell receptor (TCR) | actives 0.37% (n = 360,000) | AID 651800, 2012 | inhibition, % at 9.4 µM; in the data active = inhibition above about 19%;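 note: recombinant mutant TCR 2C K166C tagged with TAMRA read by polarization; 0% = receptor in buffer alone and 100% = receptor with positive control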
SIAE inh: human SIAE inhibitors, primary screen, biochemical, fluorescence polarization, FP-Rh probe, 1536-well HTS. actives 0.69% (n = 370,000). SIAE FP-Rh probe binding. inhibition, % at 9.66 µM;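 active = inhibition above a cutoff: mean of compounds within the control limits plus 3 SD of those, cut at about 17% in these data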;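 note: 0% = plate median of compound wells and 100% = probe without SIAE protein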
HTRA1 inhibitor: HTRA1 serine protease inhibitors, primary screen, biochemical, fluorescence polarization, HTS. inhibition, % at 5.96 µM. recombinant HTRA1, FP-rhodamine activity-based probe. Q92743. actives 0.5% (n = 340,000); in the data active = inhibition above about 36%;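 note: 0% = enzyme with DMSO and 100% = wells lacking enzyme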
MBD2 inh: inhibitors of MBD2 binding to methylated DNA, primary screen, biochemical, TR-FRET, DNA-binding domain, human; actives 0.31% (n = 370,000); MBD2 binding to methylated oligonucleotide; inhibition, % at 4.4 µM; Methyl-CpG-binding domain protein 2 (Homo sapiens), Q9UBB5; in the data active = inhibition above about 13%
GC-A act: GC-A stimulated cGMP production enhancers – HEK293 GC-A cells, cGMP TR-FRET, EC30 ANP, primary screen; Atrial natriuretic peptide receptor 1 (Homo sapiens), P16066; 0% at EC30 ANP, 100% saturating ANP; activation, % at 10 µM; actives 0.14% (n = 370,000); AID 1671463, 2021; in the data active = activation above about 40%
GC-B act: human GC-B receptor activators, primary screen, HEK293 GC-B cells, cGMP TR-FRET, EC30 CNP. Atrial natriuretic peptide receptor 2 (Homo sapiens), P20594. 0% at EC30 CNP, 100% saturating CNP. activation, % at 10 µM. actives 0.11% (n = 370,000);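 active = activation at 10 µM reaching about 35% in either raw or pattern-adjusted values, limit read from the data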
mABHD4 FP: ABHD4 inhibitors, primary screen, biochemical, fluorescence polarization, mouse; (Lyso)-N-acylphosphatidylethanolamine lipase (Mus musculus), Q8VD66; actives 0.54% (n = 370,000); inhibition, % at 8.92 µM; purified mABHD4, FP-Rh probe fluorescence polarization;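 active = inhibition exceeding the mean over every tested compound plus 3 SD, cut at about 30% in these data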;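 note: 0% = plate median of compound wells and 100% = S159A mutant with DMSO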
Target sequence (Q8VD66 whole entry, looked up): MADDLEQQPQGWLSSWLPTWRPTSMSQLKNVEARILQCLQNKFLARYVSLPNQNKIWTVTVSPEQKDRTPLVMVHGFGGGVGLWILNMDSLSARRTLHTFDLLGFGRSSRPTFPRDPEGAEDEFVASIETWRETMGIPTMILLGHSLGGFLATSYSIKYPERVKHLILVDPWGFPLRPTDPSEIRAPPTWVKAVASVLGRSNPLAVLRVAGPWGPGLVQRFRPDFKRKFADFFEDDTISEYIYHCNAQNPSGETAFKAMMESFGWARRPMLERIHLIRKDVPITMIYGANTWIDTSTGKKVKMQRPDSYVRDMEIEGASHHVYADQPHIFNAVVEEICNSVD
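Assay system: mABHD4 protein; medium: HEPES pH 7.0, NaCl, Pluronic buffer; dosing: 8.92 µM, single dose; schedule: 45 min + 60 min at 25 °C; signal: FP readout, ex 525 nm / em 598 nm; read-out: normalized percent inhibition of probe labeling; repeats: single replicate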
The depositor's hits bear a star; · = no result given.

structure | PRMT1 FP inh | rCAG RNA binder | UHRF1 binding | TCR CD3 inh | SIAE inh | HTRA1 inhibitor | MBD2 inh | GC-A act | GC-B act | mABHD4 FP
Cc1cccn2c(=O)c3cc(C#N)c(=O)n(Cc4cccnc4)c3nc12 | -3 | 2 | -5 | 6 | 4 | 1 | -1 | 6 | -2 | 6
COc1cc(CCC(=O)NC2(C)CCS(=O)(=O)C2)cc(OC)c1OC (stereo not given) | 1 | 0 | -4 | -8 | 8 | 7 | -8 | -1 | 1 | -6
CC(C)c1c(C(=O)N/N=C/c2ccc(-c3ccccc3)cc2)nnn1-c1nonc1N | 2 | 2 | -2 | 6 | 2 | 0 | -6 | 1 | 5 | 1
Cc1ccc(CN2CCCCC(NC(=O)Nc3ccccc3)C2=O)cc1 (stereo not given) | -4 | 3 | -1 | · | 4 | · | 2 | -2 | 0 | 2
CC(C)OCC(O)CN1CCN(C(c2ccccc2)c2ccccc2)CC1 (stereo not given) | -2 | -9 | -4 | -6 | 2 | 3 | -3 | 1 | 6 | 8
Cc1cc2oc3c(c(=O)c2cc1C)C(c1cccc(Br)c1)N(Cc1ccco1)C3=O (stereo not given) | 2 | 1 | 0 | -6 | -11 | 1 | 1 | -2 | -6 | 2
O=C(C1=NN[C@@H]2C(=O)N(c3ccccc3C(F)(F)F)C(=O)[C@H]12)c1ccc2ccccc2n1 | 4 | 5 | 4 | 1 | 2 | -1 | 0 | -1 | 0 | 1
COC(=O)c1ccccc1NC(=O)CSc1nc(N)cc(N)n1 | 1 | 2 | -1 | 0 | -1 | -2 | 1 | -4 | -2 | -1
O=C(OC(C(=O)NCc1cccs1)c1ccccc1F)c1ccco1 (stereo not given) | -2 | -6 | -2 | 8 | 6 | -7 | 3 | · | · | 1
CCCCNC(=O)CCC(=O)Nc1ccc2nc(N3CCC(C)CC3)cc(C)c2c1 | 6 | -5 | -1 | -3 | 0 | 6 | 2 | 5 | 1 | 4
Fc1ccc(-n2c(Cc3cccs3)n[nH]c2=S)cc1Cl | 3 | 2 | -1 | 4 | 8 | -5 | 0 | 1 | -1 | 5
N=c1c(C(=O)NC2CCCCC2)cc2c(=O)n3ccccc3nc2n1Cc1ccccc1 | 0 | 4 | 0 | -1 | 1 | -5 | 2 | 20 | 14 | 9
CC(C)(C)OC(=O)N1CCC(Cc2cc(-c3cccc(Br)c3)no2)(C(=O)O)CC1 | 2 | 48* | 0 | -4 | 0 | -10 | -3 | 1 | -7 | 0
CCCNS(=O)(=O)c1cccc2cccnc12 | -5 | 3 | 2 | 7 | -1 | -4 | 2 | 1 | 0 | 2
COc1ccc(C(=O)Nc2ccc3cn[nH]c3c2)c(OC)c1 | -3 | 4 | 1 | 9 | -6 | -3 | 3 | -5 | -2 | -4
CC1CCCC(C)N1C(=O)COC(=O)c1cccs1 (stereo not given) | 0 | -2 | 0 | 8 | 12 | -1 | 0 | 2 | 5 | 0
CCOC(=O)/C=C/[C@H]1CCc2cccc(Cl)c2O1 | -1 | -6 | 0 | 1 | 2 | -8 | 6 | 1 | -9 | -9
CN1C(=O)CC(C(=O)O)SC1=Nc1ccc(F)cc1 (stereo not given) | 0 | -2 | 1 | -5 | -5 | 5 | -1 | 6 | 0 | -1
Cc1ccccc1-c1ccc2c(c1)[C@@H]1C[C@H](N(C)C(=O)Nc3ccccc3)[C@H]([C@H](C)O)CN1CC2 | 3 | 7 | 6 | -4 | -1 | · | 3 | -7 | -2 | -9
COC(=O)c1ccc2c(C(C)c3ccccc3O)c[nH]c2c1 (stereo not given) | 0 | 9 | -2 | · | -13 | · | 3 | -8 | -10 | 6
CC1C(=O)N(Cc2cn(CC3CCCCC3)nn2)CCS(=O)(=O)N1Cc1ccc(-c2cccc(CO)c2)cc1 (stereo not given) | 1 | 8 | -1 | 3 | -2 | -20 | -5 | -1 | -5 | 0
Cn1cc(Br)c(-c2cccc(N3C(=O)CC(C)(C)CC3=O)c2)n1 | 4 | -5 | 6 | 5 | -1 | 4 | 3 | 3 | -6 | 1
COc1cc2c(cc1OC)/C(=C/C(=O)c1ccc(C)cc1)NCC2 | 0 | 0 | -5 | 6 | -13 | -7 | 2 | 5 | -6 | 12
CC(CC(=O)OCC(=O)Nc1ccc2[nH]c(=O)[nH]c2c1)c1ccccc1 (stereo not given) | 9 | 6 | 11 | -7 | -2 | 2 | 11 | -1 | -4 | -16
N/C(=N\OC(=O)Nc1ccccc1)c1ccno1 | -2 | -1 | -2 | 6 | 5 | · | 3 | -4 | 5 | -7
O=C(COC(=O)c1ccc2c(=O)n3c(nc2c1)CCC3)NC1CCS(=O)(=O)C1 (stereo not given) | 1 | -1 | 0 | 9 | -2 | 4 | -1 | 4 | 2 | -1
CC1=N/C(=C/c2ccco2)C(=O)O1 | 10 | 9 | 10 | 5 | 7 | 3 | 4 | 1 | 1 | -6
O=C(Nc1ccc(F)cc1)Nc1c(-c2ccc(C(F)(F)F)cc2)nc2ncccn12 | 2 | 18 | 3 | · | 2 | · | 3 | 3 | 4 | 5
O=C(C1CCCN(S(=O)(=O)c2ccc(Br)s2)C1)N1CCN(c2ccccc2)CC1 (stereo not given) | -4 | 0 | -2 | 5 | 13 | -9 | -6 | -3 | -2 | -7
Cn1c(SCC(=O)NCc2ccccc2)nnc1-c1ccc(NC(=O)CCc2ccccc2)cc1 | 2 | -4 | 0 | 2 | 3 | -2 | 4 | 0 | 2 | 0
O=C(NCCCN1CCc2ccccc2C1)Nc1ccc(Br)cc1 | -4 | -4 | -3 | 2 | -9 | 1 | 2 | -25 | -22 | 1
CCn1c(=O)cc(OCC(=O)Nc2cccnc2)c2ccccc21 | -1 | -2 | -1 | 5 | -5 | 0 | 4 | -3 | 6 | -3
Cc1ccc(S(=O)(=O)N(C)[C@H]2C[C@H]3c4cc(N5CCOCC5)ccc4CCN3C[C@H]2[C@H](C)O)cc1 | -1 | 0 | 1 | · | -3 | · | 2 | 1 | -1 | -1
CC(C)C(c1nnnn1Cc1cccs1)N1CCN(c2ccccc2)CC1 (stereo not given) | 0 | -3 | 11 | 1 | 3 | -22 | 0 | -1 | 5 | 4
COc1ccc(OC)c(CNS(=O)(=O)c2c(C)nc3scc(C)n3c2=O)c1 | 1 | 0 | -1 | 0 | -3 | -3 | -6 | 0 | 2 | 0
COC(=O)C1=C(C)N(Cc2ccc(Br)cc2)C(=S)NC1c1ccccc1 (stereo not given) | 10 | 6 | 0 | 0 | -7 | · | 2 | 7 | -14 | -17
CCN(C(=O)COC(=O)c1cc(S(=O)(=O)Nc2c(C)n(C)n(-c3ccccc3)c2=O)ccc1Cl)C1CCCCC1 | 0 | -1 | 1 | 0 | 4 | -1 | -4 | -4 | 2 | 1
Cc1cccc(C(=O)NCCC(=O)NCc2ccccc2F)c1 | -1 | 0 | -3 | -2 | -11 | 2 | 3 | -1 | -2 | 1
CCOc1cc(C2C(C#N)=C(N)Oc3cc(N)ccc32)ccc1O (stereo not given) | 2 | 8 | -7 | -1 | 4 | 19 | 1 | 0 | -2 | 20
Clc1ccccc1OCc1nc(-c2ccc(Br)o2)no1 | 5 | 2 | -1 | -4 | -4 | -21 | 3 | 6 | -2 | -15
CN1CCN(C(=O)Cn2c(C(F)(F)F)nc3ccccc32)CC1 | -5 | 4 | 1 | 4 | 2 | -2 | -3 | 0 | 4 | 2
COc1cc(OC)c(C(=O)Nc2cccnc2)cc1OC | 5 | -4 | 0 | 0 | 2 | 1 | 5 | 2 | -2 | 2
C=C1C(=O)OC2C1CCC(C)C1C=CC(=O)C12C (stereo not given) | 1 | 3 | -2 | 3 | 0 | -2 | 1 | 6 | 4 | 5
NS(=O)(=O)c1cccc(NC(=O)c2cccc(N3C(=O)c4ccccc4C3=O)c2)c1 | -2 | 4 | -1 | -1 | 1 | 3 | 3 | 3 | 3 | -1
CCN1CCN(C(=O)/C=C\C(=O)O)CC1 | -2 | -2 | -2 | 1 | 1 | 5 | 3 | 2 | 7 | -2

Five entries from above, sorted by heavy-atom count, largest number first:
structure | PRMT1 FP inh | rCAG RNA binder | UHRF1 binding | TCR CD3 inh | SIAE inh | HTRA1 inhibitor | MBD2 inh | GC-A act | GC-B act | mABHD4 FP
Cc1ccc(S(=O)(=O)N(C)[C@H]2C[C@H]3c4cc(N5CCOCC5)ccc4CCN3C[C@H]2[C@H](C)O)cc1 | -1 | 0 | 1 | · | -3 | · | 2 | 1 | -1 | -1
NS(=O)(=O)c1cccc(NC(=O)c2cccc(N3C(=O)c4ccccc4C3=O)c2)c1 | -2 | 4 | -1 | -1 | 1 | 3 | 3 | 3 | 3 | -1
O=C(NCCCN1CCc2ccccc2C1)Nc1ccc(Br)cc1 | -4 | -4 | -3 | 2 | -9 | 1 | 2 | -25 | -22 | 1
CN1CCN(C(=O)Cn2c(C(F)(F)F)nc3ccccc32)CC1 | -5 | 4 | 1 | 4 | 2 | -2 | -3 | 0 | 4 | 2
C=C1C(=O)OC2C1CCC(C)C1C=CC(=O)C12C (stereo not given) | 1 | 3 | -2 | 3 | 0 | -2 | 1 | 6 | 4 | 5

The list continues:
structure | PRMT1 FP inh | rCAG RNA binder | UHRF1 binding | TCR CD3 inh | SIAE inh | HTRA1 inhibitor | MBD2 inh | GC-A act | GC-B act | mABHD4 FP
COc1ccc(N2CCN(C(=S)NCCc3ccccc3)CC2)cc1 | 1 | -3 | 6 | 4 | -5 | -1 | 0 | 2 | 4 | 3
O=C(COc1cccnc1[N+](=O)[O-])Nc1cccc(S(=O)(=O)N2CCCCC2)c1 | 0 | 9 | 0 | -7 | -4 | -1 | 3 | 0 | -4 | 11
O=S(=O)(Nc1cccc(-c2ccc(N3CCCCCC3)nn2)c1)c1ccccc1Cl | 4 | 13 | -1 | -1 | 3 | -37 | -6 | -3 | 2 | -63
COC(=O)c1ccc(C23CC4(C2)[C@H](CN(Cc2ccc(C(F)(F)F)cc2)[C@@H]4c2ccccc2)C3c2ccc(Cl)nc2)cc1 (stereo not given in full) | 3 | 10 | -2 | -6 | -2 | · | 4 | -2 | -1 | -13
O=C(c1ccccc1)N(CCN1CCOCC1)C1(C(=O)Nc2ccccc2)CCCCC1 | 5 | 0 | 2 | -3 | -4 | -8 | 5 | 8 | -12 | -4
COc1ccc(NC(=O)Cn2nnc(C(=O)Nc3ccccc3C)c2N)cc1 | -2 | 7 | -1 | -2 | 1 | 2 | -2 | 3 | 2 | 0
COc1cc(C(=O)O/N=C2\CCCc3c2ccc(OC)c3[N+](=O)[O-])cc(OC)c1OC | 1 | 2 | -1 | 6 | -4 | 2 | -1 | -2 | 9 | -6
O=C(NCCC(=O)N1CCCCC1)c1ccc(Br)cc1 | -4 | -5 | 0 | 0 | 4 | 8 | -1 | 2 | 10 | 0
O=C(CCS(=O)(=O)c1ccccc1)NC12CC3CC(CC(C3)C1)C2 | 0 | -6 | -1 | -5 | 4 | 0 | -4 | -1 | -1 | 4

Assay outcomes deposited in PubChem BioAssay by several laboratories.

An excerpt; the hit share may differ from the screen's.
